Screens from PubChem BioAssay.
GAA glycogen mod – inhibitors or activators of human alpha-glucosidase glycogen cleavage; P10253; Potency, µM (doses to about 76.4 µM), for inactives: top-dose activity change, negative = inhibition, actives largely listed as inhibitors; 0.38% of 300,000 active; recombinant GAA, glycogen substrate, Amplex Red glucose oxidase fluorescence; active = well fitted inhibition curve with a large enough effect; inconclusive = small, poorly fitted or top-dose-only effect, or another doubt; inactive = no such curve, though single readings can be large or run the other way;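 also: 0% = full enzyme reaction and -100% = no-enzyme basal signal; the screen sought inhibitors and activators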
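Recombinant enzyme (4 nM final) with compounds titrated up to 77 uM and bovine liver glycogen (30 ug) in citrate pH 5.0, 0.01% Tween-20, 37 C 40 min. Released glucose detected by Amplex Red/glucose oxidase (Ex 573/Em 610); AC50 from Hill fits.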
An asterisk follows results filed as active; ? = inconclusive; [ ] = remark or other dose. Potency is read from the fitted curve at half-maximal effect. These rows are one share of the data; rates above refer to the full screens.

SMILES	GAA glycogen mod
Cc1ccc(CNC(=O)C(C(C)C)N2Cc3ccccc3C2=O)cc1 (configuration not stated)	-4%[76.3 µM]
COc1cc(-c2nnc(SCC(=O)NC(C)C)o2)cc(OC)c1OC	11%[76.3 µM]
CC1CN(C(=O)COC(=O)c2cc(Cl)ccc2[N+](=O)[O-])CC(C)O1 (configuration not stated)	-10%
CN(C(=O)Cc1c(C(=O)O)n(C)c2ccccc12)c1ccc(Cl)cc1	2%
CC(NS(=O)(=O)c1ccc2c(c1)C(=O)c1cc(S(=O)(=O)NC(C)C(=O)O)ccc1-2)C(=O)O (configuration not stated)	-1%
COc1cc(OC)cc(C(=O)Nc2ccccc2S(=O)(=O)N2CCCC2OC(C)=O)c1 (configuration not stated)	4%
CSc1ccc(S(=O)(=O)N(CC(=O)NCc2ccccn2)c2ccc(C)cc2)cc1	3%
CCOCCCNC(=O)Cn1cnc2c(cnn2-c2ccc(OC)cc2)c1=O	14%[76.3 µM]
CC1CCN(CCCNc2cc(NCCO)c([N+](=O)[O-])c3nonc23)CC1	5%
Nc1ccccc1-c1nc2ccccc2[nH]c1=O	2%
CCCC(CCC)C(=O)Nc1cccc(-c2nc3cccnc3s2)c1C	5%[76.3 µM]
Cc1cc(C)cc(NC(=O)CSc2nnc(-c3cc4occc4n3C)n2-c2ccccc2C)c1	-12%[76.3 µM]
CCSc1nsc(NC(=O)Nc2cccc(C(C)=O)c2)n1	-1%[76.3 µM]
COc1cc(CNCc2ccccc2)ccc1OCC(O)c1ccccc1 (configuration not stated)	2%
Cc1cccc(C)c1N(CC(=O)NCc1ccccc1)C(=O)c1csnn1	4%
Cc1ccc(-c2nc(CS(=O)(=O)CC(=O)NCCCN3CCOCC3)c(C)o2)cc1	-1%[76.3 µM]
CCN(CC)S(=O)(=O)c1ccc(C(=O)OCC(=O)N2CCOCC2)cc1	-4%
O=C(NCCC(=O)N1CCc2ccccc21)c1ccco1	1%
O=C(C1CCCC1)N1CCC(CC2CC(c3ccc(Cl)cc3)=NO2)(C(=O)NCC2CCCCC2)CC1 (configuration not stated)	-7%[76.3 µM]
Cc1ccccc1CN1CCN(c2nc3ccccc3s2)CC1	-3%
COC(=O)c1nc(NC(=O)c2cc(OC)c(OC)c(OC)c2)n[nH]1	6%
CC(C)(C)c1nc2ccc(NS(=O)(=O)c3ccc(F)c(F)c3F)cc2[nH]1	-5%
Cc1cc(C)cc(NC(=O)c2ccc(S(=O)(=O)NCc3cccnc3)cc2)c1	1%
CC(C)c1ccc(N(CC(=O)NCc2ccco2)C(=O)CCC(=O)Nc2ccccn2)cc1	3%
Cc1ccc(OCCSc2nc3ccccc3n2CC(=O)O)cc1	0%[76.3 µM]
Cc1ccc(C)c(Cn2c3ccccc3c3cnn(CC(=O)NCCCN4CCCCC4)c(=O)c32)c1	-16%[76.3 µM]
CC(=O)C1=C(O)C(=O)N(Cc2ccccc2)C1c1ccc(N(C)C)cc1 (configuration not stated)	-11%[76.3 µM]
O=C(C1CCC(=O)N(C2CC2)C1)N(CCO)Cc1ccccc1 (configuration not stated)	1%[76.3 µM]
COc1ccccc1N1CCN(C2CCCN(C(=O)CCn3cncn3)C2)CC1 (configuration not stated)	-1%[76.3 µM]
Cc1c(C(=O)N(C)CCC#N)oc2ccc(S(=O)(=O)N3CC(C)CC(C)C3)cc12 (configuration not stated)	9%[76.3 µM]
Cc1ccc2c(c1)c1c(c(=O)n(-c3ccccc3)c(=O)n1CC(=O)NCC1CCCO1)n2C (configuration not stated)	-5%[76.3 µM]
CCN1CCC(N(Cc2ccc3c(c2)OCO3)C(=O)Nc2ccccc2OC)CC1	19%[76.3 µM]
CCc1cccc(C)c1NC(=O)COCc1cc(-c2ccc3c(c2)OCO3)on1	-9%[76.3 µM]
Fc1ccccc1Nc1nc(N2CCOCC2)nc(N2CCOCC2)n1	-1%[76.3 µM]
COc1ccc2c(c1)C(=O)CCC2c1ccccc1 (configuration not stated)	1%[76.3 µM]
O=C(CCN1C(=O)c2ccccc2S1(=O)=O)Nc1ccc(F)cc1F	2%[76.3 µM]
COc1cccc(NC(=S)NC(=O)/C=C/c2ccc(F)cc2)c1	16%[76.3 µM]
CCC(C)NC(=O)C1=CC(c2ccc3c(c2)OCO3)=NS(=O)(=O)N1C (configuration not stated)	?
O=C(O)CCC(=O)Nc1ccc(-c2nc3ccc(C(=O)c4ccccc4)cc3[nH]2)cc1	-14%[76.3 µM]
CN1CCN(C(=O)CSc2nnc(COc3ccccc3)o2)CC1	-4%
Cc1ccc(S(=O)(=O)n2c(N)nc3ccccc32)cc1	?
O=C(CSc1n[nH]c(-c2ccco2)n1)Nc1ccccc1F	11%
CCCC(C)c1nnc(NC(=O)C2CC(=O)N(CCc3ccc(F)cc3)C2)s1 (configuration not stated)	-2%
CSCCC(NS(=O)(=O)c1ccc(C)cc1)C(=O)NNC(=O)c1csc(N2CCOCC2)n1 (configuration not stated)	-2%[76.3 µM]
CCCc1ccc(NC(=O)C2CCN(c3cnccn3)CC2)cc1	2%[76.3 µM]
CCCN1CCN(CCNC(=O)Nc2ccccc2Cl)CC1	1%
CC1CN(C(=O)N2CCC(C(=O)NC3CCCCCC3)CC2)c2cc(Cl)ccc2O1 (configuration not stated)	?
CCC(=O)c1ccccc1OCCCCn1cncn1	-7%[76.3 µM]
O=C(NCc1ccccc1F)C1CCCN1C(=O)Nc1cccc(F)c1 (configuration not stated)	-9%[76.3 µM]
Cc1c(Cl)cccc1NC(=O)C(=O)NCC(c1cccnc1)N1CCN(c2ccccc2)CC1 (configuration not stated)	11%[76.3 µM]

Other compounds follow:
SMILES	GAA glycogen mod
CC(C)(C)NC(=O)c1ccccc1NC(=O)C1CC(=O)N(C2CCCCC2)C1 (configuration not stated)	-5%
O=C(Nc1ccc([N+](=O)[O-])cc1)c1ccc(S(=O)(=O)N2CCCC2)cc1	0%
Cc1oc2ccc(OCc3ccc(Br)cc3)cc2c1C(=O)O	0%
CCCn1c(SCC(=O)Nc2ccc(NC(C)=O)cc2)nc2c1c(=O)n(C)c(=O)n2C	-1%
C=Cc1ccc(CSc2nc(-c3ccc(C)cc3)nc3c2Cc2c(CO)cnc(C)c2O3)cc1	-1%[76.3 µM]
CC(C)CCN1C(Nc2ccccc2)=NC[C@@H]1C	7%[76.3 µM]
O=C(Cn1cc(S(=O)(=O)Cc2ccccc2F)c2ccccc21)N1CCOCC1	1%[76.3 µM]
CCOC(=O)C1CCN(CCC(=O)Nc2ccc(Br)cc2)CC1	-10%[76.3 µM]
Cc1nn(C)cc1S(=O)(=O)N1CCN(c2cccc(Cl)c2)CC1	0%[76.3 µM]
CN(C)c1ccc(N2C(=NC(=O)C3CCCO3)SC3CS(=O)(=O)CC32)cc1 (configuration not stated)	-9%[76.3 µM]
O=C(Nc1nc2ccccc2[nH]1)c1ccc(OC(F)F)cc1	4%
O=C(NNC(=O)C1CC1)Nc1ccc(Cl)cc1	-7%[76.3 µM]
N#C/C(=C\c1cccnc1)C(=O)Nc1ccccc1[N+](=O)[O-]	-4%[76.3 µM]
COc1cc(NC(=O)CNC(=O)Cn2c(C)cc3ccccc3c2=O)cc(OC)c1OC	2%
CCOc1cccc(N2CCN(CCNC(=O)Nc3ccc(C)cc3)CC2)c1C	0%[76.3 µM]
O=C(O)CCNC(=O)OCC1c2ccccc2-c2ccccc21	-2%
O=C(Nc1cccc(-c2nn[nH]n2)c1)c1csc2c1CCCC2	-2%[76.3 µM]
CCc1ccccc1NC(=O)C1CCCN(S(=O)(=O)c2ccc3[nH]c(=O)ccc3c2)C1 (configuration not stated)	-9%[76.3 µM]
Cc1ccc(OCCNCC(O)COc2ccccc2)cc1 (configuration not stated)	-5%
COC(OC)C1(C)C(C#N)=C(N)Oc2c1c(=O)oc1ccccc21 (configuration not stated)	-6%
Cc1cccc(NC(=O)NNC(=O)c2cc3occc3[nH]2)c1C	-27%[76.3 µM]
Cc1cccc(OCC(=O)Nc2cc(NC(=O)COc3cccc(C)c3C)cc(C(=O)O)c2)c1C	-12%[76.3 µM]
Cc1cc(=O)[nH]c2ccc(S(=O)(=O)NC3CCCCC3)cc12	0%[76.3 µM]
O=C(NC1CCN(S(=O)(=O)c2ccc(F)cc2)CC1)c1ccco1	1%
O=C(Nc1ccccc1C(=O)NCCCN1CCOCC1)c1cccc([N+](=O)[O-])c1	2%[76.3 µM]
CC(=O)COc1cccc2ccc(/C=C/c3ccc(Br)s3)nc12	-21%[15.3 µM]
O=C(CCN1CCOCC1)NCc1ccccc1	-4%[76.3 µM]
CN(C)CCN(Cc1ccco1)S(=O)(=O)c1ccc(-c2ccc(=O)[nH]n2)s1	0%[76.3 µM]
CCCNc1ccc(-c2nc(-c3ccccn3)no2)cc1[N+](=O)[O-]	3%[76.3 µM]
CCOc1ccc(CCNC(=O)c2nnc(CS(=O)(=O)c3ccccc3)o2)cc1OCC	-6%[76.3 µM]

Random excerpt: 6 compounds from above, in no set order.
SMILES	GAA glycogen mod
O=C(CCN1CCOCC1)NCc1ccccc1	-4%[76.3 µM]
Cc1cccc(NC(=O)NNC(=O)c2cc3occc3[nH]2)c1C	-27%[76.3 µM]
CN(C)CCN(Cc1ccco1)S(=O)(=O)c1ccc(-c2ccc(=O)[nH]n2)s1	0%[76.3 µM]
CCCNc1ccc(-c2nc(-c3ccccn3)no2)cc1[N+](=O)[O-]	3%[76.3 µM]
Cc1cccc(OCC(=O)Nc2cc(NC(=O)COc3cccc(C)c3C)cc(C(=O)O)c2)c1C	-12%[76.3 µM]
CCOc1ccc(CCNC(=O)c2nnc(CS(=O)(=O)c3ccccc3)o2)cc1OCC	-6%[76.3 µM]

Next records.
SMILES	GAA glycogen mod
COc1ccc(S(=O)(=O)N2CCC(C(=O)NC3CC3)CC2)cc1C	4%
O=C(NCC(=O)N1CCOCC1)OCc1ccccc1	0%
CCOc1ccc(-c2nnc(NC(=O)Cc3ccc(OC)cc3)o2)cc1	-2%
CCOC(=O)c1c(C)[nH]c(C)c1S(=O)(=O)NC(CC)CN1CCOCC1 (configuration not stated)	-1%[76.3 µM]
CCCCCn1c(=O)[nH]c2cc(C(=O)Nc3ccc(OC)cc3)ccc2c1=O	-8%[76.3 µM]
O=C(NCc1ccccc1Cl)C(=O)c1cn(CC(=O)N2CCOCC2)c2ccccc12	-14%[76.3 µM]
CSCCC(=O)N1CCCC(CO)(CCCc2ccccc2)C1 (configuration not stated)	0%[76.3 µM]
CCC(O)(CC)C(=O)N(Nc1ccc(C)cc1)c1ccc(C)cc1	7%
COc1ccc(Oc2ccc(C(F)(F)F)cc2NC(=O)CC(CC(=O)O)c2ccccc2)cc1 (configuration not stated)	-6%
O=C(Cc1ccccc1)Nc1ccc(C(=O)NCc2ccccc2)cc1	16%[76.3 µM]
Cc1cc(NC(=O)CCN2CC(C)OC(C)C2)ccc1Br (configuration not stated)	-3%[76.3 µM]
Cc1ccc(-c2cn3c(n2)sc2cc(C(=O)NC4CCCCCC4)ccc23)cc1	7%[76.3 µM]
COc1cccc(C(=O)NCc2cn3ccccc3n2)c1	6%[76.3 µM]
COc1ccc(C(=O)NC(=S)Nc2cccc3cc(O)ccc23)cc1OC	-8%[76.3 µM]
CCc1c(C)c2ccc(O)c(CN3CCN(c4ccccc4)CC3)c2oc1=O	11%[76.3 µM]
COc1ccc(-c2cccc(C(=O)N3CCOCC3)c2)cc1	6%[76.3 µM]
Cc1cc(C)c(S(=O)(=O)N2CCN(C(=O)CCn3nc(C)c(C)c3C)CC2)c(C)c1	-9%[76.3 µM]
O=C(NCC1CCCO1)C1CC(=O)N(c2ccc(Cl)cc2)C1 (configuration not stated)	-4%
COc1ccc(C2NC(=O)NC(C)=C2C(=O)OCc2ccccc2)cc1 (configuration not stated)	2%[76.3 µM]
O=S(=O)(Nc1ccccc1Cl)c1cc(NC(=S)NCCN2CCOCC2)ccc1Cl	-2%

Next part, overlapping the part above by six compounds.
SMILES	GAA glycogen mod
CCc1c(C)c2ccc(O)c(CN3CCN(c4ccccc4)CC3)c2oc1=O	11%[76.3 µM]
COc1ccc(-c2cccc(C(=O)N3CCOCC3)c2)cc1	6%[76.3 µM]
Cc1cc(C)c(S(=O)(=O)N2CCN(C(=O)CCn3nc(C)c(C)c3C)CC2)c(C)c1	-9%[76.3 µM]
O=C(NCC1CCCO1)C1CC(=O)N(c2ccc(Cl)cc2)C1 (configuration not stated)	-4%
COc1ccc(C2NC(=O)NC(C)=C2C(=O)OCc2ccccc2)cc1 (configuration not stated)	2%[76.3 µM]
O=S(=O)(Nc1ccccc1Cl)c1cc(NC(=S)NCCN2CCOCC2)ccc1Cl	-2%
COc1ccc(OC)c2c1cc(C(=O)N[C@H](C(=O)N1CCC(C(=O)O)CC1)C(C)C)n2C	-6%
COc1cc2ccccc2cc1C(=O)N(CCN(C)C)c1nc2c(OC)ccc(OC)c2s1	-14%[76.3 µM]
COc1ccc(-c2noc(-c3cccnc3NCc3ccco3)n2)cc1	1%[76.3 µM]
COc1ccc(NC(=O)C2C3C=CC4(O3)C2C(=O)N(CCN2CCCCC2C)C4C(=O)NC2CCCCC2)cc1 (configuration not stated)	1%
C[C@H](NC(=O)c1ccccc1)C(=O)N1CCN(c2ccccc2)CC1	0%
CC(=O)c1cccc(NC(=O)c2cc(=O)[nH]c3ccccc23)c1	3%
COc1ccc(NC(=O)c2sc3nc(-c4cc5cccc(OC)c5oc4=O)[nH]c(=O)c3c2C)cc1	-2%[76.3 µM]
O=C(c1ccco1)N(Cc1cccc(Cl)c1)C1CCS(=O)(=O)C1 (configuration not stated)	5%[76.3 µM]
